Nrf2 ARE act = qHTS of Nrf2 Activators; AREc32 ARE-luciferase reporter (MCF7-derived line), luminescence, 24 h; Potency, µM (highest dose often 46.1 µM), for inactives: at the top dose activation, usual class: activators; actives 0.31% (n = 410,000); AID 624171, 2012; note: potency is the fitted concentration of half-maximal effect; % of control where 0% means no effect; nearly all actives have a fitted effect of over 65% in size
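AREc32_Fluc, 1000 cells/well, OPTI-MEM + 5% FBS, o/n 37 deg C 5% CO2; 23 nL cpd by pin tool, 24 hr; Steady-Glo 30 min RT, luminescence.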
EPAC2 agonist = qHTS for Agonist of cAMP-regulated guanine nucleotide exchange factor 4 (EPAC2): primary screen. Rap guanine nucleotide exchange factor 4 (Homo sapiens), Q8WZA2. EPAC2 activation, biochemical qHTS; response scale: 100% = 6.5 mM cAMP response. Potency, µM (titrated, usually from 154 µM), for the others: top-dose activation, most hits filed as activators. actives 0.079% (n = 360,000); note: potency is the fitted concentration of half-maximal effect; nearly all actives have a fitted effect of over 50% in size
Target sequence (Q8WZA2 whole entry, looked up): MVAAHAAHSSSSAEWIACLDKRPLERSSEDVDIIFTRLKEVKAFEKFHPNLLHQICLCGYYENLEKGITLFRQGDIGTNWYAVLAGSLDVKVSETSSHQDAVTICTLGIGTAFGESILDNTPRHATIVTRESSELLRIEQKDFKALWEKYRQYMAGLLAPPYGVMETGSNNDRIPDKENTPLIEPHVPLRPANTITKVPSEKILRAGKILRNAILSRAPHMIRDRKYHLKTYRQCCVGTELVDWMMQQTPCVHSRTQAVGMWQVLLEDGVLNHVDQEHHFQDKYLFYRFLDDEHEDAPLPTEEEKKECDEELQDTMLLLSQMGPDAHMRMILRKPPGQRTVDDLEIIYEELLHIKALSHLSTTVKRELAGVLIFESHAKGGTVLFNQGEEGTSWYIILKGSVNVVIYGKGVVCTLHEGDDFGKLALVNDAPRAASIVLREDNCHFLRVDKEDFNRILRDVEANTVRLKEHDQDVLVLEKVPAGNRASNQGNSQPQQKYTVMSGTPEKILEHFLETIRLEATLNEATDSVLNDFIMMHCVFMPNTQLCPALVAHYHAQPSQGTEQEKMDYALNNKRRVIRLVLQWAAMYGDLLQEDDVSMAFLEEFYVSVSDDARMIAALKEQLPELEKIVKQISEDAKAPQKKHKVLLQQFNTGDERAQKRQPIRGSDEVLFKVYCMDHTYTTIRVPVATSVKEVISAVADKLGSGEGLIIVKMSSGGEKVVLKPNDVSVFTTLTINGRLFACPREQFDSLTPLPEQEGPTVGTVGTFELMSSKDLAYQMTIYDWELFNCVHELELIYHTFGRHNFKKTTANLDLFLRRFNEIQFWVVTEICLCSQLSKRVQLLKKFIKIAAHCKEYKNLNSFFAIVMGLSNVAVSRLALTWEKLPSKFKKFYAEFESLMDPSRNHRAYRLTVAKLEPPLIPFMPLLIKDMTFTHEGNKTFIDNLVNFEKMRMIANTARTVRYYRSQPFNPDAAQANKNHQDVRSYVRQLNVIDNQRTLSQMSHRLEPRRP
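Nucleotide exchange monitored as fluorescence drop when BODIPY-GDP leaves Rap1B. Reaction: 100 nM EPAC2, 250 nM RAP1B-BODIPY-GDP, 50 uM GDP, room temperature, kinetic read over 30 min. Activity expressed relative to 6.5 mM cAMP.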
Akt phos inh = HTS Assay for Inhibitors of Akt Phophorylation: Primary Screen; Neuro2A IGF-stimulated pAkt S473 HTRF, 20 min; active compounds read low; activity change, % for hits at 50 µM; actives 0.32% (n = 360,000); in the data active = activity change below about -80%; inconclusive = mostly about -51% to -80%; note: % is set by controls: 0 for no effect and ±100 for the full control effect
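Neuro2A cells (4,500/well, DMEM with 0.5% FBS) were treated with compound at a single 50 µM final concentration, stimulated with 6 nM IGF for 20 min at 37 °C, and lysed. Phospho-Akt Ser473 was read by HTRF as 665/615 ratio ×10^4.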
A549 tox = Nrf2 qHTS screen for inhibitors: counterscreen for cytotoxicity; A549 ARE-Fluc cells, CellTiter-Fluor viability, 18-24 h; AID 504648, 2011; actives 0.16% (n = 390,000); Potency, µM (series often up to 46 µM), without a hit: top-dose activity change, negative = cytotoxicity, hits mostly inhibitors; note: potency is the fitted concentration of half-maximal effect; % is set by controls: 0 for no effect and ±100 for the full control effect
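A549 ARE_Fluc cells in 5% FBS OPTI-MEM were exposed to compounds in concentration-response for 18-24 h at 37 deg C. Viability was read by CellTiter-Fluor fluorescence (Ex 405/Em 525) after 30 min, before the luciferase read.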
CCT chaperon mod = High-Throughput Screening for Modulators of Cytosolic Chaperonin Activity; activity change, % (test concentration not listed), hits read low; purified chaperonin ATPase assay, HTRF ADP detection, 30 min; AID 651819, 2012; actives 0.3% (n = 360,000); in the data active = activity change below about -30%; note: % is set by controls: 0 for no effect and ±100 for the full control effect
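We incubate TRiC, 40 or 20 nM final, with library compounds at 76 uM and 10 uM ATP for 30 min at 37 °C. ADP formed is detected with Transcreener HTRF reagents after 30 min at room temperature.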
MmCpn inh = Inhibitors of TCP-1 ring complex (TRiC) of Methanococcus maripaludis (MmCpn): qHTS; Chaperonin Mm-Cpn (Methanococcus maripaludis); purified Mm-Cpn ATPase, ADP Transcreener TR-FRET; Potency, µM (titrated, usually from 76.9 µM), for inactives: at the top dose activity, negative = inhibition, usual class: inhibitors; actives 0.031% (n = 330,000); AID 504842, 2011; note: potency is the fitted concentration of half-maximal effect; % is set by controls: 0 for no effect and ±100 for the full control effect; nearly all actives have a fitted effect of over 80% in size
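Eu-cryptate anti-ADP/ADP-d2 competition gives a ratio inversely related to ADP. Enzyme at 25 nM was pre-exposed to compound for 10 min, then given 10 uM ATP for 30 min, 37°C throughout.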
TGFb inhibitor = qHTS for Inhibitors of TGF-b; HepG2 CAGA-GFP TGF-b/SMAD3 reporter, GFP fluorescence, 18 h; TGF-beta stimulated, 500 pg/mL final; Potency, µM (doses to about 46.1 µM), inactives show at the highest dose activity, negative = inhibition, usual class: inhibitors; actives 1.2% (n = 410,000); note: potency is the fitted concentration of half-maximal effect; % is set by controls: 0 for no effect and ±100 for the full control effect; nearly all actives have a fitted effect of over 65% in size
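First, reporter cells (HEPG2 CAGA-GFP) rested 2 h at 37 degrees C. Next, compounds were pinned in and TGF-beta added to 500 pg/mL final. After 18 h, GFP was imaged per cell and summed per well.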
Nrf2 block = Nrf2 qHTS screen for inhibitors; A549 ARE-Fluc reporter, luciferase luminescence, 18-24 h; Potency, µM (top dose mostly 46 µM), without a hit: top-dose activity change, negative = inhibition, hits mostly inhibitors; actives 2.1% (n = 360,000); AID 504444, 2011; note: potency is the fitted concentration of half-maximal effect; % is set by controls: 0 for no effect and ±100 for the full control effect; nearly all actives have a fitted effect of over 60% in size
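Concentration-response testing used A549 ARE_Fluc cells at 5000 cells/well. Following an 18-24 h compound incubation, viability was read by fluorescence (Ex 405/Em 525) and luciferase output by luminescence.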
EPAC2 antagonist = qHTS for Antagonist of cAMP-regulated guanine nucleotide exchange factor 2 (EPAC2): primary screen | Rap guanine nucleotide exchange factor 4 (Homo sapiens), Q8WZA2 | EPAC2 GEF exchange of Rap1B-BODIPY-GDP, fluorescence | Potency, µM (titrated, usually from 114 µM), without a hit: at the top dose activity, negative = inhibition, actives largely listed as inhibitors | actives 0.18% (n = 360,000) | AID 720708, 2013; note: potency is the fitted concentration of half-maximal effect; % is set by controls: 0 for no effect and ±100 for the full control effect; nearly all actives have a fitted effect of over 45% in size; many of its hits are not listed in these tables
Numbers without * were called inactive; i = inactive; ? = inconclusive; / = not tested or not shown; [ ] = another dose, or the depositor's remark. Unless noted, calls come from the whole dose curve; as a rule, active = well fitted curve in the direction sought with a large enough effect; inconclusive = small, poorly fitted or top-dose-only effect, or another doubt; inactive = no such curve, though single readings can be large; an effect the other way counts as inactive or inconclusive. The list is partial, so the mix of outcomes need not match the whole.

cpd	mol	Nrf2 ARE act	EPAC2 agonist	Akt phos inh	A549 tox	CCT chaperon mod
1	CCN1CCN(CCCNC(=O)CCCn2nc(C)c3sc4ccccc4c3c2=O)CC1	-0.6%	8%	i	2%	1.4
2	O=C(/C=C/c1ccc([N+](=O)[O-])s1)N1CCN(c2ccccc2)CC1	?	3%	i	-19%	2.4
3	O=C(c1ccccc1)c1nccc2ccccc12	-0.3%	6%	i	0%	-2.1
4	COc1cccc(-c2oc3c(c2C(=O)OCCN(C)C)C(O)CCC3)c1 (stereo not drawn)	0.1%	7%	i	/	-1.8
5	C[C@H]1CN([C@@H](C)CO)C(=O)c2cc(Br)cnc2O[C@H]1CN(C)Cc1ccc(Oc2ccccc2)cc1	2.6%	10%	i	/	0.6
6	CC1(C)C2CCC1(C)C(NC1=NCCC1)C2 (stereo not drawn)	2.3%	8%	i	2%	-0.1
7	CC1CCCN(c2nc3c(-c4ccc(Cl)cc4)nnn3c3ccccc23)C1 (stereo not drawn)	-0.8%	/	/	4%	/
8	O=C(c1cccc(S(=O)(=O)N2CCOCC2)c1)N1CCN(S(=O)(=O)c2cccc([N+](=O)[O-])c2)CC1	0.0%	-3%	i	0%	-4.6
9	NC(=O)C1(N2CCCCC2)CCN(C(=S)Nc2ccccc2)CC1	2.0%	-7%	i	1%	-2.1
10	c1ccc(Cn2c(CNc3nc4ccccc4n3CCN3CCOCC3)nc3ccccc32)cc1	-0.8%	0%	/	-8%	-3.4
11	COc1ccc(Cn2c(C)cc3c(c2=O)C(c2cccs2)C(C#N)=C(N)O3)cc1OC (stereo not drawn)	0.5%	-5%	i	-8%	-0.3
12	COc1ccc(NC(=O)C(NC(=O)c2ccc(=O)[nH]c2)c2ccccc2)cc1 (stereo not drawn)	-0.5%[9.22 µM]	0%	i	-3%	1.2

cpd	MmCpn inh	TGFb inhibitor	Nrf2 block	EPAC2 antagonist
1	2%	0%	6%	3%
2	-2%	?	?	-8%
3	1%	2%	9%	-5%
4	/	/	/	0%
5	/	0%	/	-23%
6	1%	-4%	16%	-6%
7	/	0%	10%	/
8	0%	0%	-20%	12%
9	2%	0%	-3%	6%
10	-3%	-18%	/	-1%
11	1%	14%	17%	11%
12	1%	6%	-1%	5%

3 records drawn at random from those above, as already listed:
cpd	mol	Nrf2 ARE act	EPAC2 agonist	Akt phos inh	A549 tox	CCT chaperon mod
4	COc1cccc(-c2oc3c(c2C(=O)OCCN(C)C)C(O)CCC3)c1 (stereo not drawn)	0.1%	7%	i	/	-1.8
7	CC1CCCN(c2nc3c(-c4ccc(Cl)cc4)nnn3c3ccccc23)C1 (stereo not drawn)	-0.8%	/	/	4%	/
10	c1ccc(Cn2c(CNc3nc4ccccc4n3CCN3CCOCC3)nc3ccccc32)cc1	-0.8%	0%	/	-8%	-3.4

cpd	MmCpn inh	TGFb inhibitor	Nrf2 block	EPAC2 antagonist
4	/	/	/	0%
7	/	0%	10%	/
10	-3%	-18%	/	-1%

Other compounds follow:
cpd	mol	Nrf2 ARE act	EPAC2 agonist	Akt phos inh	A549 tox	CCT chaperon mod
13	CC(Oc1ccc(Cl)cc1Cl)C(=O)NC1CCSC1=O (stereo not drawn)	0.4%	-3%	i	/	-0.4
14	NC(=O)c1ccsc1NC(=O)COC(=O)C1CCCN1C(=O)c1cccs1 (stereo not drawn)	29%	3%	i	3%	1.1
15	CCc1nnc(NC(=O)CSCc2cc(=O)n3ccsc3n2)s1	-0.6%	10%	i	3%	-1.5
16	CCCN(CC(=O)Nc1ccccc1C)C(=O)c1ccc(OCc2c(C)noc2C)cc1	0.4%	-2%	i	0%	-1.5
17	Cc1cc([N+](=O)[O-])nn1Cc1noc(C(=O)NCCCn2ccnc2)n1	-0.1%	4%	i	0%	1.9
18	C[C@@H]1CN([C@H](C)CO)C(=O)CCCn2nncc2CO[C@H]1CN(C)Cc1ccc(O)cc1	2.2%	7%	i	/	0.6
19	COc1cc(OC)cc(-c2nnc(SCC(=O)N3CCCC3)o2)c1	3.7%	1%	i	3%	0.2
20	CC(C)(C)OC(=O)N1CCC(c2c(C(=O)N3CCc4ccccc4C3)cnn2-c2ccc(F)cc2)CC1	0.2%	/	/	5%	/
21	CN(C(=O)COC(=O)c1ccc(Cl)cc1N)C1CCS(=O)(=O)C1 (stereo not drawn)	-0.1%	8%	i	-9%	-2.2
22	COc1ccc(/C=N/NC(=O)c2ccncc2)cc1CN1CCCc2ccccc21	3.3%	13%	i	0%	2.1
23	CCc1nnc(NC(=O)c2cc(S(=O)(=O)N3CCOCC3)ccc2N2CCCCC2)s1	1.7%	17%	i	14%	-1.1
24	CCN(CC)c1ccc(NC(=O)COC(=O)COc2ccccc2[N+](=O)[O-])cc1	-0.6%	13%	i	6%	1.6

cpd	MmCpn inh	TGFb inhibitor	Nrf2 block	EPAC2 antagonist
13	-1%	-15%	8%	7%
14	0%	-10%	2%	-3%
15	1%	2%	13%	3%
16	1%	0%	-22%	0%
17	0%	8%	?	22%
18	/	-6%	/	-1%
19	0%	0%	/	2%
20	/	1%	-3%	/
21	2%	-1%	-16%	-13%[57.1 µM]
22	1%	-9%	6%	0%
23	-1%	-11%	-13%	15%
24	?	0%	7%	0%

Other structures.
cpd	mol	Nrf2 ARE act	EPAC2 agonist	Akt phos inh	A549 tox	CCT chaperon mod
25	O=C(/C=C/[C@H]1O[C@@H](n2ccc(=O)[nH]c2=O)[C@H](O)[C@@H]1O)NCCc1cccs1	0.6%	5%	i	/	0.0
26	CCNC(=O)c1nn(-c2ccccc2C)nc1CO	-0.1%	/	/	-4%	/
27	CC(C)Cn1c(-c2cccc(Br)c2)nc2ccccc21	3.4%	/	/	-2%	/
28	O=C(O)c1cc2ccccc2c2c1C(=O)c1ccccc1-2	0.4%	-1%	i	/	0.5
29	CC1CCN(C(=O)c2[nH]cnc2C(=O)N2CCN(C(=O)OC(C)(C)C)CC2)CC1	-0.9%	4%	i	0%	1.3
30	Cc1sc(N)nc1-c1cccs1	4.9%	3%	i	1%	-2.3
31	N#Cc1cc2c(nc1SCC(=O)O)CCCCC2	0.2%	0%	i	12%	1.4
32	COc1ccc(-n2ncc3c(NCCCN4CCOCC4)ncnc32)cc1	0.4%	9%	i	-5%[1.84 µM]	-3.8
33	C[C@H]1CN([C@@H](C)CO)C(=O)CCCn2nncc2CO[C@@H]1CN(C)C(=O)Nc1ccc(N2CCCCC2)cc1	0.4%	5%	i	/	0.1
34	COc1ccc(N=Nc2c(C)[nH]c3ccccc23)cc1	27%	18%	i	-11%	-0.5
35	CC(C)OCCCNC(=O)c1cc2c(s1)CS(=O)(=O)C2	0.2%	3%	i	15%	0.2
36	Cc1cc(C)c2nc(N3CCN(C(=O)c4ccco4)CC3)sc2c1	4.6%	-2%	i	0%	-7.3

cpd	MmCpn inh	TGFb inhibitor	Nrf2 block	EPAC2 antagonist
25	/	-15%	/	1%
26	/	3%	22%	/
27	/	?	?	/
28	/	-5%	/	2%
29	1%	-9%	7%	12%
30	-2%	-3%	8%	3%
31	-5%	2%	?	13%
32	-1%	4%	?	-7%
33	/	11%	/	5%
34	/	-3%	?	-16%
35	2%	-15%	5%	0%
36	-3%	-17%	?	-2%

The list continues.
cpd	mol	Nrf2 ARE act	EPAC2 agonist	Akt phos inh	A549 tox	CCT chaperon mod
37	Cc1cc(Nc2ccc([N+](=O)[O-])cc2)c2ccccc2n1	2.4%	27%	i	-5%	-0.3
38	Cc1ccc(C)n1N1C(=O)/C(=C\c2ccc(Cl)cc2)SC1=S	-0.4%	6%	i	-14%	1.2
39	CCc1sc(N2C(=O)C3C4CCC(C4=C(C)C)C3C2=O)nc1-c1ccccc1 (stereo not drawn)	3.3%	-17%	i	-6%	-1.4
40	CCOc1cc(Br)ccc1S(=O)(=O)N1CCC(C(N)=O)CC1	0.4%	2%	i	9%	0.6
41	O=C(/C=N/O)NCCCn1ccnc1	-0.6%	3%	i	-9%	-1.6
42	O=C(NCCCN1CCOCC1)c1cc(S(=O)(=O)N2CCOCC2)c(Cl)cc1Cl	-0.1%	4%	i	3%	-2.9
43	N#C/C(=C(/O)CCl)c1nnc2n1CCCCC2	0.1%	12%	i	-1%	0.1
44	Cc1cccc(C)c1N1CCN(C(=O)N2CCOCC2)CC1	0.3%	10%	i	7%	-1.3
45	COC(=O)c1sc(-c2ccccc2)cc1NC(=O)Nc1ccc(F)cc1	0.1%	/	/	0%	/
46	COc1ccccc1-c1cccc(-c2nc(C(=O)Nc3nccs3)cc3c2[C@H](CCO)N(C(C)=O)C3)c1	5.0%	7%	i	/	-1.0
47	Cc1ccc(C)c(NC(=O)CCC(=O)N/N=C/c2cc([N+](=O)[O-])ccc2O)c1	0.2%	12%	i	1%	-4.7
48	CSCCC(NS(=O)(=O)c1ccc2c(c1)OCCO2)C(=O)NCCc1ccccn1 (stereo not drawn)	0.3%	3%	i	3%	-3.7

cpd	MmCpn inh	TGFb inhibitor	Nrf2 block	EPAC2 antagonist
37	2%	?	-5%	-12%
38	1%	-19%	-12%	-8%
39	1%	?	-4%	-10%
40	1%	-5%	-7%	12%
41	2%	-10%	-17%	4%
42	1%	5%	-15%	4%
43	-1%	-3%	3%	3%
44	-3%	2%	-4%	4%
45	/	?	-29%	/
46	/	/	/	-3%
47	2%	-3%	4%	-8%
48	0%	6%	9%	-1%
